PME-1 inh: blocks human protein phosphatase methylesterase 1. Q9Y570. recombinant PME-1, FP-Rh probe fluorescence polarization. inhibition, % at 5.9 µM. hit rate 0.53% among 320,000;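 active = inhibition above the campaign mean of all compounds plus 3 SD, cut at about 26% in these data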;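 note: competitive labeling of PME-1 active site by serine hydrolase directed probe; 0% = PME-1 with DMSO and 100% = wells lacking PME-1 enzyme; inhibitors block probe labeling so polarization falls and inhibition rises; many of its hits are not listed in these tables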
Target sequence (Q9Y570 whole entry, looked up): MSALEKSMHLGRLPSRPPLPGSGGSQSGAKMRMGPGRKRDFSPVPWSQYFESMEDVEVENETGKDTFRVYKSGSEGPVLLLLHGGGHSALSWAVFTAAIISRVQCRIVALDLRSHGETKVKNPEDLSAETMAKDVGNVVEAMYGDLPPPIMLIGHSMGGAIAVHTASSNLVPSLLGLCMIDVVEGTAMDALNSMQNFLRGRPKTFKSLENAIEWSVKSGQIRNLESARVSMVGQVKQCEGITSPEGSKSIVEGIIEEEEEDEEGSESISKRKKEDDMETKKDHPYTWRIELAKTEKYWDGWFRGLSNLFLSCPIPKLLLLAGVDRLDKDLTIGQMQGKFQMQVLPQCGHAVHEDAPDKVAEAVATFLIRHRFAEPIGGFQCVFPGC
PAFAH2 FP inh: inhibitors of human PAFAH2; AID 492956; recombinant PAFAH2, FP-rhodamine activity probe, fluorescence polarization; inhibition, % at 3.39 µM; Q99487; hit rate 0.99% among 340,000;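 active = inhibition above the mean over all tested compounds plus 3 SD, cut at about 30% in these data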;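 note: inhibitors block probe labeling of enzyme so polarization drops; 0% = enzyme with DMSO and 100% = wells lacking PAFAH2 protein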
PAFAH1B3 FP inh: inhibitors of human PAFAH1B3 | Q15102 | inhibition, % at 3.39 µM | recombinant PAFAH1B3, FP-rhodamine probe, fluorescence polarization | hit rate 0.28% among 340,000;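 active = inhibition above the screen-wide average of all tested compounds plus 3 SD, cut at about 25% in these data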;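 note: 0% = enzyme with DMSO only and 100% = wells lacking PAFAH1B3 protein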
PAD4 FP inh: blocks human protein arginine deiminase 4; recombinant PAD4, RCA probe fluorescence polarization; inhibition, % at 6.36 µM; hit rate 0.41% among 330,000;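 active = percent inhibition above a cutoff equal to the mean of all tested compounds plus 3 SD, cut at about 15% in these data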;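 note: 0% = PAD4 with RCA probe and DMSO and 100% = probe without PAD4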
LYPLA1 counter: LYPLA1 (human) inhibition in PME1 counter-screen. recombinant LYPLA1, FP-Rh probe fluorescence polarization. inhibition, % at 5.9 µM. hit rate 0.16% among 320,000. AID 2174;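 active = inhibition above the mean of all tested compounds plus 3 SD, set per campaign, cut at about 14% in these data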;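 note: inhibitors block serine hydrolase probe labeling of LYPLA1 so polarization falls; 0% = enzyme with DMSO and 100% = wells lacking LYPLA1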
Target sequence (O75608 whole entry, looked up): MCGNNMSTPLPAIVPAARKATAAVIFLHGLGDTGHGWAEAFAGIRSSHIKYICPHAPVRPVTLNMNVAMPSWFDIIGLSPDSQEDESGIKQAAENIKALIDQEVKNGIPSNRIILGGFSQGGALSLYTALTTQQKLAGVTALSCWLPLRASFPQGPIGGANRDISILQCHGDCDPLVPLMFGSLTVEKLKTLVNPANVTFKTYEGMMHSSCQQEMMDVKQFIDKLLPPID
PAFAH1B2 FP inh: PAFAH1B2 (human) inhibition; P68402; recombinant PAFAH1B2, FP-rhodamine activity probe, fluorescence polarization; inhibition, % at 3.39 µM; hit rate 1.2% among 340,000; AID 492953;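 active = inhibition above the mean of all tested compounds plus 3 SD, cut at about 24% in these data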;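 note: 0% = enzyme with DMSO and 100% = wells lacking PAFAH1B2; many of its hits are not listed in these tables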
Target sequence (P68402 whole entry, looked up): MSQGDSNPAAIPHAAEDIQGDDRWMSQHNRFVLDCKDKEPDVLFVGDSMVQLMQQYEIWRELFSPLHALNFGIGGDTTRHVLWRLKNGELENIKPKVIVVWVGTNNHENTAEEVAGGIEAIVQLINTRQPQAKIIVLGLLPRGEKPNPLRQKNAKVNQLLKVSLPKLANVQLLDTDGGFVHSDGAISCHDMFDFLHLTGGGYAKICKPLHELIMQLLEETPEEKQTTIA
LYPLA2 counter: counter-screen for PME1 inhibitors: inhibitors of human LYPLA2. O95372. recombinant LYPLA2, FP-Rh probe fluorescence polarization. inhibition, % at 5.9 µM. hit rate 0.38% among 320,000;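 active = inhibition above the screen-wide mean plus 3 SD, limit set per campaign, cut at about 26% in these data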;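 note: 0% = LYPLA2 with DMSO and 100% = wells lacking LYPLA2 enzyme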
pPAFAH FP inh: pPAFAH (human) enzyme inhibition; Q13093; recombinant pPAFAH, FP-rhodamine probe fluorescence polarization; inhibition, % at 3.39 µM; hit rate 1.5% among 330,000;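 active = inhibition above the mean inhibition across the screen plus 3 SD, cut at about 25% in these data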;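 note: inhibitors block binding of the rhodamine activity-based probe so polarization drops; 0% = enzyme with DMSO and 100% = wells lacking pPAFAH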
GSTO1 inh: GSTO1 inhibition, counter-screen for RBBP9 inhibitors; inhibition, % at 5.96 µM; hit rate 1.1% among 300,000; recombinant GSTO1, activity-based probe fluorescence polarization;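 active = inhibition above the campaign mean inhibition plus 3 SD, cut at about 35% in these data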;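 note: 0% = GSTO1-1 with DMSO and 100% = wells lacking GSTO1-1 enzyme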
Target sequence (P78417 whole entry, looked up): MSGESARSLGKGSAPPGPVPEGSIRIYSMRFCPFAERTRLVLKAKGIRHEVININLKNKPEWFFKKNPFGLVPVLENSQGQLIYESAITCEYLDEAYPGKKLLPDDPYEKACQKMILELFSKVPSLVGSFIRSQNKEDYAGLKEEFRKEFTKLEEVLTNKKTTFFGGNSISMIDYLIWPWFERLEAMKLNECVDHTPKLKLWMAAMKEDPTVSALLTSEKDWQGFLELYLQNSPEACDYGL
Numbers without * were called inactive; nt = no result given.

SMILES | PME-1 inh | PAFAH2 FP inh | PAFAH1B3 FP inh | PAD4 FP inh | LYPLA1 counter | PAFAH1B2 FP inh | LYPLA2 counter | pPAFAH FP inh | GSTO1 inh
CCOC(=O)c1cc2sc(C)cc2n1C(C)C(=O)OCC (stereo not given) | -2 | 2 | 10 | -2 | -2 | 4 | -1 | 6 | 2
O=C(NCc1ccccc1F)c1cccc(S(=O)(=O)N2CCCCCC2)c1 | -79 | 1 | 9 | -8 | 0 | 8 | -4 | -9 | nt
OCC1(Cc2ccccc2)CCCN(Cc2ccn[nH]2)C1 (stereo not given) | -5 | -8 | -1 | -4 | 2 | 2 | 1 | 2 | -2
CC(=O)c1ccc(OC(C)C)c(CSc2nc(O)cc(=O)[nH]2)c1 | -4 | 7 | -4 | -3 | -1 | 4 | -5 | 28* | -5
CN(C)/C=N/c1sc2c(c1C#N)CC(C)(C)NC2(C)C | 6 | -2 | 3 | 3 | -1 | -4 | -4 | 2 | -2
COC(=O)c1ccccc1NC(=O)NCc1ccc2c(c1)OCO2 | -2 | -3 | 5 | -1 | 6 | 3 | 4 | -1 | 4
Cn1c(SCC(=O)N2CCN(c3ccccc3)CC2)nnc1-c1ccco1 | -11 | 9 | 5 | 4 | -1 | 7 | 6 | 0 | 27
CCOc1ccc(OCc2ccc(C(=O)N3CCCC3)o2)cc1 | 0 | 3 | 3 | -3 | 1 | -1 | 1 | 7 | -1
O=C(O)c1cc(O)ccc1NC(=O)C(c1ccccc1)c1ccccc1 | -10 | -1 | 7 | -6 | 1 | 24* | 1 | 12 | -3
CCn1c(SCc2nc3ccccc3[nH]2)nnc1-c1ccncc1 | 2 | -1 | 9 | 2 | -3 | 0 | -1 | 5 | 0
CC1CC(C)(C)NC(=S)N1CCCC(=O)Nc1ccccc1F (stereo not given) | 0 | -9 | -5 | -6 | 3 | 4 | 6 | 0 | 2
O=S(=O)(NCc1ccc(F)cc1)c1ccc(-n2cnnn2)cc1 | -3 | 2 | 1 | 0 | 1 | 0 | 1 | 3 | 6
COc1cc2c(cc1OC)C1=C(C#N)CCC(=NC(=O)c3ccc(Cl)cc3)N1CC2 | 4 | 3 | 6 | -5 | 0 | 9 | 7 | 4 | -4
COc1ccccc1/C=N/NC(=O)c1nnn(-c2nonc2N)c1CSC1=NCCS1 | 0 | -5 | 3 | 11 | -8 | -4 | -7 | 6 | -10
CCn1c(Oc2ccc(F)cc2)nc2c1c(=O)n(C)c(=O)n2C | -5 | -1 | -1 | 0 | 1 | 5 | 6 | 9 | -4
O=S(=O)(/N=C(/Nc1ccc(F)cc1F)c1ccccc1)c1ccccc1 | 0 | 0 | -1 | -1 | -7 | 4 | -1 | 1 | 2
CSc1nnc(C)c(=O)[nH]1 | 5 | -3 | 1 | 3 | -1 | -6 | 2 | 0 | -3
O=C(CSc1nnnn1C1CCCC1)Nc1ccccc1N1CCOCC1 | -6 | 4 | 12 | -1 | -1 | 0 | 1 | -1 | 10
COc1ccc(-c2cnc(OC(C)(C)C)nc2OC(C)(C)C)cc1OC | -4 | 0 | 4 | -1 | 1 | -3 | 2 | 4 | 3
COCCCNC(=O)CCc1c(C)nc2c(-c3ccc(F)cc3)c(C)nn2c1C | 2 | -1 | 3 | -2 | -1 | 3 | -1 | 1 | 3
CCCc1cc(=O)[nH]c(SCC(=O)NCCC2=CCCCC2)n1 | 1 | 13 | 9 | 2 | -1 | 11 | 2 | 2 | 3
Cc1ccnc(NS(=O)(=O)c2ccc(NC(=O)C3CCCO3)cc2)n1 (stereo not given) | -2 | 3 | 9 | -5 | 0 | -1 | 1 | -3 | -1
Cn1c(=O)[nH]c(=O)c2c1nc(N1CCNCC1)n2CCOc1ccccc1 | -2 | 1 | 2 | -1 | 0 | -4 | 7 | 2 | 6
Nc1nnc(-c2cc3ccccc3oc2=O)s1 | 5 | -8 | 6 | 4 | -2 | -1 | -1 | -2 | -7
Cc1cc(C[n+]2cc(Br)ccc2N)c2ncccc2c1 | -5 | -6 | 0 | 0 | -3 | 1 | -2 | 2 | 12
Cc1ccc2nc(Nc3nc(C)cc(-c4ccccc4)n3)[nH]c(=O)c2c1 | -7 | 0 | 3 | -5 | -1 | 7 | -4 | 3 | 5
O=C(COC(=O)c1cncc(Br)c1)NCCC1=CCCCC1 | -1 | -1 | 1 | -2 | -3 | -4 | -5 | 8 | 6
CCOC(=O)c1nnc(-c2ccccc2)nc1NC | 3 | -4 | 3 | -4 | 2 | 0 | 0 | 0 | -1
O=C(CSc1nnc(-c2ccc(C(F)(F)F)cn2)s1)c1ccc(Cl)cc1 | -7 | -2 | 8 | -6 | -1 | 4 | -6 | -13 | 9
O=S(=O)(c1ccc(Br)cc1)n1c(Cc2ccccc2)nc2ccccc21 | -4 | -7 | 0 | -2 | 1 | 4 | 0 | 0 | 4
COC(=O)c1ccccc1-n1c(CCC(=O)O)ccc1-c1ccccc1 | 2 | -3 | 9 | -5 | -3 | 1 | 1 | 5 | 6
CC1=CC(C)(C)n2c(O)c(N=NC(N)=S)c3c(C)ccc1c32 | 0 | 9 | -3 | 0 | -3 | 2 | -3 | 2 | 4
COc1ccc(C(=O)NCc2ccc(Cl)c(Cl)c2)cc1OC | -5 | 0 | 2 | 3 | 0 | -1 | 4 | -1 | -7
O=C(Nc1ccccc1)N1CCN(c2ccc(C(F)(F)F)cn2)CC1 | -5 | -8 | -14 | 3 | -1 | -6 | 0 | 0 | 3
Cc1ccc(Cl)c(OCCN2CCCC(C)C2)c1 (stereo not given) | -5 | 5 | 4 | -3 | -2 | 3 | 1 | 0 | 5
CCc1ccc(C2c3[nH]c4ccccc4c3CCN2C(=O)c2ccc(=O)n(C)n2)cc1 (stereo not given) | 1 | -4 | 10 | 4 | 3 | 3 | 4 | 7 | 2

Profiles as entered above.
Cc1cc(C[n+]2cc(Br)ccc2N)c2ncccc2c1 reads PME-1 inh: -5; PAFAH2 FP inh: -6; PAFAH1B3 FP inh: 0; PAD4 FP inh: 0; LYPLA1 counter: -3; PAFAH1B2 FP inh: 1; LYPLA2 counter: -2; pPAFAH FP inh: 2; GSTO1 inh: 12
CCOC(=O)c1nnc(-c2ccccc2)nc1NC reads PME-1 inh: 3; PAFAH2 FP inh: -4; PAFAH1B3 FP inh: 3; PAD4 FP inh: -4; LYPLA1 counter: 2; PAFAH1B2 FP inh: 0; LYPLA2 counter: 0; pPAFAH FP inh: 0; GSTO1 inh: -1

Further records:
SMILES | PME-1 inh | PAFAH2 FP inh | PAFAH1B3 FP inh | PAD4 FP inh | LYPLA1 counter | PAFAH1B2 FP inh | LYPLA2 counter | pPAFAH FP inh | GSTO1 inh
Cc1ccc(S(=O)(=O)Nc2nc3ccccc3nc2N2CCOCC2)cc1 | nt | 4 | 7 | 0 | nt | 3 | nt | 2 | nt
CCOC(=O)c1sc(NC(=O)c2ccc(=O)[nH]c2)nc1C | -9 | -10 | 7 | 2 | -1 | -6 | 2 | 4 | -2
COc1cccc(-n2c(=S)sc3c(=O)n(-c4ccccc4OC)c(=S)[nH]c32)c1 | 1 | 2 | 2 | 1 | 1 | -4 | -5 | -1 | 10
CC(=O)Nc1ccc(S(=O)(=O)Nc2ccc(N3CCCCC3)cc2)cc1 | nt | 3 | 5 | -14 | nt | 10 | nt | 28* | nt
Cc1csc2nc(CNC(=O)c3ccco3)cn12 | -5 | -5 | 6 | 2 | 1 | 1 | -3 | -11 | -9
Cc1ccnc(NC(=O)C(Cc2ccccc2)NC(=O)c2ccccc2)c1 (stereo not given) | 1 | -2 | 9 | 2 | -2 | 1 | 1 | 4 | nt
CCOc1cccc(C(=O)Nc2cccc(-c3nc4ncccc4o3)c2C)c1 | 1 | -4 | -1 | 7 | -1 | 6 | 8 | -1 | -3
S=C(NCCN1CCOCC1)Nc1ccc(Cl)c(Cl)c1 | 14 | 3 | 5 | 1 | 1 | -1 | 1 | 5 | 4
COC(=O)C(O)(CC(=O)Nc1cc(OC)c(OC)c(OC)c1)C(F)(F)F (stereo not given) | -7 | -5 | 3 | -3 | 0 | 1 | -3 | 6 | -3
CCC(C)(C)NC(=O)CN(C(=O)c1snc(C(N)=O)c1N)c1ccc2c(c1)OCCO2 | -3 | 6 | 1 | -7 | -1 | 3 | 2 | -3 | 2
O=C(COCc1cc(-c2ccc3c(c2)OCO3)on1)N1CCN(c2ccc(F)cc2)CC1 | -2 | 9 | 6 | -4 | 1 | 10 | 3 | 2 | -1
Cc1ccc(C(=O)N2CCN(c3cc(=O)[nH]nc3-c3ccccc3)CC2)cc1 | 4 | -11 | -4 | -8 | 2 | 6 | 5 | 2 | -3
O=C(CN1C(=O)c2cccc3cccc(c23)C1=O)N1CCN(Cc2ccc3c(c2)OCO3)CC1 | -2 | -6 | 9 | -2 | -3 | 2 | 11 | -1 | 2
CC1CN(S(=O)(=O)c2cc(C(=O)NCc3ccncc3)ccc2Cl)CC(C)O1 (stereo not given) | -1 | -4 | 9 | 5 | -3 | 2 | -1 | 1 | nt
CC(NC(=S)N1CCOCC1)c1ccccc1 (stereo not given) | 4 | -1 | 3 | -3 | 0 | 4 | -2 | 0 | -1
O=C(COc1ccc(Br)cc1Cl)Nn1cnnc1 | -1 | -3 | 4 | -3 | 2 | -2 | 2 | 1 | -4
COc1ccc(CC(NC(C)=O)C(=O)NC2CCN(C(=O)Nc3ccc(Cl)cc3)CC2)cc1OC (stereo not given) | -2 | -4 | 13 | 0 | -1 | 0 | -6 | 0 | 0
CCOC(=O)C1CCCN(c2c(NCCc3ccccc3)c(=O)c2=O)C1 (stereo not given) | -2 | 1 | 6 | 0 | 6 | 1 | 9 | 6 | -8
CCn1ncc(Cl)c1C(=O)Nc1ccc2c(c1)CCC2 | 4 | 3 | 11 | 2 | -1 | 1 | 3 | 0 | -4
Cc1nn(CC(=O)OC(C)C(=O)Nc2ccccc2[N+](=O)[O-])c(C)c1[N+](=O)[O-] (stereo not given) | -4 | -4 | -1 | 0 | 1 | -3 | 3 | 0 | -1
O=c1c2sccc2nc(SCc2cc(=O)n3cc(Cl)ccc3n2)n1Cc1ccccn1 | -1 | 6 | 7 | -2 | 4 | 4 | -2 | 3 | 12
COc1cccc(NC(=O)Nc2ccc3c(c2)OCO3)c1 | 10 | 8 | 2 | -5 | -3 | 1 | 3 | 3 | 7
COc1ccc(CNC(=O)C2(CC3CC(c4ccccc4)=NO3)CCN(C(=O)CCCCCBr)CC2)cc1 (stereo not given) | -2 | 2 | 5 | 3 | -2 | 3 | 2 | 8 | 12
CCOc1ccc(CCNC(=O)C2=C(C)C(=O)OC23CCC(C)CC3)cc1OCC (stereo not given) | -2 | 6 | 5 | -5 | -1 | 0 | 4 | 5 | -2
C[C@H](CO)N1C[C@H](C)[C@@H](CN(C)CC2CCCCC2)Oc2c(NS(=O)(=O)c3cccs3)cccc2C1=O | nt | 0 | 5 | -4 | nt | 2 | nt | -2 | nt
COc1cc(C(=O)Nc2cccc(NC(=O)c3ccccc3)c2)cc(OC)c1OC | -4 | -2 | 7 | -1 | -5 | -2 | -6 | -5 | 4
CCOC(=O)c1c(-c2ccccc2)csc1NC(=O)c1ccc(N2C(=O)CCC2=O)cc1 | -1 | 0 | 4 | -1 | 0 | 1 | 6 | 2 | 0
CCOc1ccc(NC(=O)COc2ccc3c(c2)CCC3)cc1OC | -16 | 1 | 0 | -2 | 1 | 2 | 5 | -2 | nt
C=CCNC(=O)C1CCN(S(=O)(=O)CC)CC1 | 2 | 1 | -3 | 2 | 0 | -5 | -5 | -1 | 0
Cc1cccc(N=C2NC(=O)/C(=C/c3cccnc3)S2)c1 | -2 | 7 | 5 | 0 | 2 | 1 | 4 | 7 | -23

Assay outcomes: PubChem BioAssay, The Scripps Research Institute Molecular Screening Center

An excerpt; the hit share may differ from the screen's.
